# Source: PubChem BioAssay (Sanford-Burnham Center for Chemical Genomics)
# DUSP3 inh = VHR1 phosphatase inhibitors, primary screen, biochemical, colorimetric, HTS | Dual specificity protein phosphatase 3 (Homo sapiens), P51452 | recombinant VHR phosphatase, colorimetric substrate read-out | inhibition, % at 20 µM | hit rate 0.7% among 50,000 | AID 1992, 2009; in the data active = inhibition above about 60%; also: some results filed as inactive read as strong as hits
# Target sequence (P51452 whole entry, looked up): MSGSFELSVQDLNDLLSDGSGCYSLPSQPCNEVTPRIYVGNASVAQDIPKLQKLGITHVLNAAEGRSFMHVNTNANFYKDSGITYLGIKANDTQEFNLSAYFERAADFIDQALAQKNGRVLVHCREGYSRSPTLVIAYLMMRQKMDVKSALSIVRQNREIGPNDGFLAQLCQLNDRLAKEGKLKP
# * = called active by the depositor. An excerpt. The share of hits here may be higher or lower than overall.
structure,DUSP3 inh
COc1ccc(CCC(=O)Nc2cc(Cl)ccc2OC)cc1,-15
C/C(=N\NC(=O)c1cc(C(C)(C)C)[nH]n1)c1ccc([N+](=O)[O-])cc1,10
COc1ccccc1N1C(=O)NC(=O)/C(=C\c2ccc(O)cc2)C1=O,-1
O=C(Nc1ccc(Br)cc1)/C(=C/c1cccc([N+](=O)[O-])c1)NC(=O)c1cccs1,4
CS(=O)(=O)c1ccc2nc(NC(=O)c3ccc([N+](=O)[O-])cc3)sc2c1,-18
COc1cc(C(=O)Nc2cccc(NC(=O)c3ccccc3Cl)c2)ccc1[N+](=O)[O-],1
COCCN1C(=O)C(=O)/C(=C(/O)c2ccccc2)C1c1ccccc1F (stereo not drawn),-25
O=C1CSC(=S)N1NS(=O)(=O)c1ccccc1,38
CC(=O)c1ccc(N2C(=O)c3ccc(Oc4ccc5c(c4)C(=O)N(c4ccc(C(C)=O)cc4)C5=O)cc3C2=O)cc1,11
Cc1ccc2nc(-c3cc(N=C/C=C/c4ccc(Cl)cc4)ccc3O)oc2c1,-24
CC(=O)C1=C(Nc2ccc(Br)cc2)CC(C)(O)C(C(C)=O)C1c1ccc(C)cc1 (stereo not drawn),1
CCS(=O)(=O)c1ccc(O)c(NC(=O)c2cc(OC)c(OC)c(OC)c2)c1,8
Cc1c(NCc2ccccc2)[nH]c(=O)[nH]c1=O,-14
CC(NC(=O)c1ccccc1Cl)C(=O)O (stereo not drawn),-22
Cc1ccc(N(Cc2c(O)ccc3ccccc23)C(=O)c2ccco2)cc1,5
Nc1ccc(C(=O)/C=C/c2ccc(F)cc2)cc1,16
CCCC(=O)Nc1ccc(N2CCOCC2)c(Cl)c1,-2
COc1ccccc1NC(=O)C(Cc1ccccc1)NS(=O)(=O)c1ccc(C)cc1 (stereo not drawn),-3
Cc1c(N2C(=O)S/C(=C\c3cccc([N+](=O)[O-])c3)C2=O)c(=O)n(-c2ccccc2)n1C,2
CSc1ccc(/C=C2\C(=O)NC(=O)N(c3ccc(Br)c(C)c3)C2=O)cc1,-8
COc1ccc(/C(C)=N\NC(=O)c2ccc([N+](=O)[O-])cc2)cc1OC,-26
COc1nccnc1NS(=O)(=O)c1ccc(NC(=O)c2ccc(Br)cc2)cc1,0
CCC(C(=O)Nc1ccc(Cl)c([N+](=O)[O-])c1)c1ccccc1 (stereo not drawn),-19
COc1cccc(C(=O)NCCNc2ccc(C(F)(F)F)cc2[N+](=O)[O-])c1,-8
CCCOc1cccc(C(=O)Nc2ccc3c(c2)OCCO3)c1,-9

# Reprinted from the part before: five entries, followed by the next part.
structure,DUSP3 inh
COc1ccc(/C(C)=N\NC(=O)c2ccc([N+](=O)[O-])cc2)cc1OC,-26
COc1nccnc1NS(=O)(=O)c1ccc(NC(=O)c2ccc(Br)cc2)cc1,0
CCC(C(=O)Nc1ccc(Cl)c([N+](=O)[O-])c1)c1ccccc1 (stereo not drawn),-19
COc1cccc(C(=O)NCCNc2ccc(C(F)(F)F)cc2[N+](=O)[O-])c1,-8
CCCOc1cccc(C(=O)Nc2ccc3c(c2)OCCO3)c1,-9
O=C(c1ccccc1Br)N1CCCCC1CO (stereo not drawn),-14
CCOC(=O)C1=C(O)/C(=C/c2cccc(Oc3ccccc3)c2)SC1=Nc1ccccc1,10
O=[N+]([O-])c1cc2c(cc1C1NN=C(c3ccccc3)S1)OCO2 (stereo not drawn),-3
O=C(Nc1ccc(Cl)cn1)c1cc(F)c(F)cc1Cl,5
Cc1ccc(-c2cc(C(=O)NCC3CCCO3)c3ccccc3n2)c(C)c1 (stereo not drawn),1
CC(C)CC(=O)Nc1cccc(Cl)c1Cl,-5
CC(=O)NS(=O)(=O)c1ccc(NC(=O)c2cccc(C)c2)cc1,-16
Cc1[nH]c2ccccc2c1/C=C(\C#N)C(=O)NCc1ccco1,-26
CCOc1ccc2nc(NC(=O)c3ccccc3[N+](=O)[O-])sc2c1,-76
COc1ccccc1NC(=O)CC1S/C(=N\N=C2/CCCc3ccccc32)NC1=O (stereo not drawn),-4
O=c1[nH]c(N/N=C\c2c(Cl)cccc2Cl)nnc1-c1ccccc1,-4
CCCCCCCSc1n[nH]c(=O)[nH]c1=S,-17
CC1=CC(C)C2(CO)COC(c3ccccc3)C1C2C (stereo not drawn),-15
CCOC(=O)COc1ccc(/C=C2\C(=O)NC(=O)N(c3ccc(Cl)cc3)C2=O)cc1OCC,-2
CCN(Cc1ccccc1)C(=O)c1cccc([N+](=O)[O-])c1,-23
Cc1nc2cc(-c3ccccc3)[nH]n2c(=O)c1Cl,22
O=[N+]([O-])c1cc(Cl)ccc1NCCNS(=O)(=O)c1ccc(Cl)cc1,-23
COC(=O)c1cnn2c(C(F)(F)F)cc(-c3ccc4c(c3)OCO4)nc12,4
COc1ccc2oc(=O)c(C(=O)N3CCN(C)CC3)cc2c1,34
CCc1ccccc1NC(=O)CN(c1cc(OC)ccc1OC)S(C)(=O)=O,-21
COCCN1C(=O)c2cccc3cccc(c23)C1=O,-18
Cc1ccc(C)c(NC(=O)c2cccc(F)c2)c1,-12
O=C(c1ccccc1)N1CCN(c2cc(N3CCCCC3)c(F)cc2[N+](=O)[O-])CC1,-3
Cc1cc(C)cc(N2C(=O)NC(=O)/C(=C\c3sccc3C)C2=O)c1,-13
CCc1ccccc1NC(=O)COc1ccc(Br)cc1,26

# Laid out differently: two of the compounds above.
Cc1c(NCc2ccccc2)[nH]c(=O)[nH]c1=O
  DUSP3 inh: -14
CC(=O)C1=C(Nc2ccc(Br)cc2)CC(C)(O)C(C(C)=O)C1c1ccc(C)cc1 (stereo not drawn)
  DUSP3 inh: 1

# Among those listed so far, 2 have a thiophene ring, fused or not:
structure,DUSP3 inh
O=C(Nc1ccc(Br)cc1)/C(=C/c1cccc([N+](=O)[O-])c1)NC(=O)c1cccs1,4
Cc1cc(C)cc(N2C(=O)NC(=O)/C(=C\c3sccc3C)C2=O)c1,-13

# (next part)
structure,DUSP3 inh
COc1ccc(-c2c(C#N)c(SCC(=O)c3ccc(Cl)cc3)nc(C)c2C(=O)Nc2ccc(Cl)cc2)cc1,-14
CCC(C(=O)NCCc1ccc(OC)c(OC)c1)c1ccccc1 (stereo not drawn),13
COc1cccc(C(=O)N2CCN(Cc3ccccn3)CC2)c1,-24
CCSc1nnc(NC(=O)CCC2CCCCC2)s1,-5
CCc1ccc(OCC(=O)Nc2ccc(C)cc2[N+](=O)[O-])cc1,-33
COC(=O)c1cc(-c2ccc(Cl)s2)nc2ccccc12,4
CCC1(c2ccccc2)C(=O)NC(=O)N(C(=O)c2cccc(F)c2)C1=O (stereo not drawn),5
COc1ccc(COC(=O)C2=C(C)NC3=C(C(=O)CCC3)C2c2coc3ccc(C)cc3c2=O)cc1 (stereo not drawn),-6
O=C(/C=C/c1cccc([N+](=O)[O-])c1)Nc1ccc(Cl)cn1,-7
CC(=O)Oc1ccc(-c2cccc(C(=O)Nc3cccc([N+](=O)[O-])c3)c2)cc1,-18
COC(=O)CC1=C(C(=O)OC)C(c2cccc([N+](=O)[O-])c2)C(C(=O)OC)=C(C)N1 (stereo not drawn),-1
CCOC(=O)C1(P(=O)(c2ccccc2)c2ccccc2)CC1,8
O=c1cc(-c2ccc([N+](=O)[O-])cc2)nc2cc(-c3cccc(F)c3)[nH]n12,-15
CC1=C(C(=O)OCC(F)(F)F)C(c2ccccc2)NC(=O)N1 (stereo not drawn),-21
CCCCOc1ccc(/C=C2\SC(=S)N(C(C)C(=O)O)C2=O)cc1OC (stereo not drawn),6
COC(=O)c1sc(NC(=O)c2ccc(Br)o2)c(C(=O)OC)c1C,-31
COC(=O)C(C(c1ccccc1)c1cc2ccccc2[nH]1)[N+](=O)[O-] (stereo not drawn),1
COc1ccc(CN2CCN(CC3CC4C=CC3C4)CC2)c(OC)c1OC (stereo not drawn),8
O=C1NCC(O)=C1C=NCc1ccc(Cl)cc1,0
CCc1sc(-c2c(C#N)c(N)nc3c2CCCCCC3)cc1[N+](=O)[O-],-24
COc1ccc(C(=O)/C=C/c2ccc(/C=C/C(=O)c3ccc(OC)cc3)cc2)cc1,4
CC1=C(C(=O)OC(C)C)C(c2cccc(Cl)c2)C2=C(CCCC2=O)N1 (stereo not drawn),-22
NC(CC(=O)O)c1cccc(Br)c1 (stereo not drawn),-21
O=C(c1cccc(F)c1)N1CCN(Cc2cccc(Oc3ccccc3)c2)CC1,9
FC(F)(F)c1ccc(/C=N/N2CCN(c3ccccc3)CC2)cc1,11
CC1=CC(C)C2C(=O)N(c3ccccc3)C(=O)C2C1 (stereo not drawn),-21
CCc1ccc(OCC(=O)N2CCN(c3ccc([N+](=O)[O-])cc3)CC2)cc1,-9
c1ccc2c(c1)N1CCN=C1N2CCN1CCCCC1,14
COc1c(I)cc(I)cc1/C=N\NC(=O)c1ccc([N+](=O)[O-])cc1,-5
Cc1ccccc1/C=N/NC(=O)CCc1ccccc1,-6
CCN(CC)CCN1C(=O)c2ccccc2NC1c1ccc2c(c1)OCO2 (stereo not drawn),-16
C#CCOc1ccc(/C=C2\C(=O)NC(=O)N(c3ccc(F)cc3)C2=O)cc1Br,14
Cc1cccc(C(=O)Nc2sc3c(c2C(=O)N2CCOCC2)CCCCC3)c1,-8
Cc1ccnc(NC(=O)Cc2ccc(Cl)cc2)c1,0
N#Cc1cc([N+](=O)[O-])cnc1Sc1ccccc1,-24
CCNC(=O)CNC(=O)CNS(=O)(=O)c1ccc(C)cc1,-10
Cc1ccc(NC(=O)Cn2c(-c3nonc3N)nc3ccccc32)cc1F,1
O=C(Nc1ccc(-c2nc3ccccc3o2)cc1)c1ccc(NC(=O)c2cc3ccccc3o2)cc1,-1
CCC(=O)Nc1sc2c(c1C(=O)Nc1ccc(OC)cc1)CCCC2,8
CCc1nnc(NC(=O)C(CC)c2ccccc2)s1 (stereo not drawn),-14
COc1ccc(/C=C2\NC(=O)C(C=NCc3ccccc3)=C2O)cc1,-2
O=C(Nc1cccc(Br)c1)c1ccc(N2C(=O)c3cccnc3C2=O)cc1,-17
Cc1ccccc1NC(=O)/C=C/c1cccc([N+](=O)[O-])c1,-37
CCSc1nc(-c2ccccc2)nc(C(Cl)Cl)n1,2
COc1ccc(/C=C/C(=O)c2cccs2)cc1[N+](=O)[O-],5
N=C1C(c2nc3ccccc3c(=O)[nH]2)=C(O)CN1c1ccc2c(c1)OCO2,-4
CC1(C)CC(=O)C2=C(C1)NC1=C(C(=O)c3ccccc31)C2c1ccc(OC(=O)/C=C/c2ccc([N+](=O)[O-])cc2)cc1 (stereo not drawn),-20
COc1ccccc1N(CC(=O)NCCC1=CCCCC1)S(=O)(=O)c1ccccc1,-21
Cc1ccc(S(=O)(=O)NC(=O)N2CCN(c3cccc(Cl)c3)CC2)cc1,0
C=CCNC(=O)CN(c1ccc(F)cc1)S(=O)(=O)c1ccccc1,-1

# Next section
structure,DUSP3 inh
CN1C(=O)NC(=O)/C(=C\c2cc(Cl)c(O)c(Cl)c2)C1=O,5
COC(=O)c1ccc(N2C(=O)Cc3cc(OC)c(OC)cc3C2c2ccc(OC)cc2)cc1 (stereo not drawn),0
O=c1[nH]c(=O)n(-c2cccc(Br)c2)c(O)c1/C=C1\C=Nc2ccccc21,-6
COC(=O)Cn1cnc2ccccc2c1=O,4
COc1cccc(-n2c(/C=C/c3c(C)[nH]c4ccccc34)nc3ccccc3c2=O)c1,76*
Cc1ccccc1N(CC(=O)Nc1ccc([N+](=O)[O-])cc1)S(C)(=O)=O,11
COC(=O)c1ccc(NC(=O)Cc2ccccc2)cc1,6
O=C(O)c1cn(Cc2ccccc2)c2ccccc12,-20
CCOC(=O)c1c(NC(=O)c2ccccc2C)sc(C(=O)Nc2ccccc2F)c1C,0
CN1CCN(C(=O)/C(=C/c2ccc(Cl)cc2)NC(=O)c2ccccc2)CC1,0
O=C(Nc1ccc2nc(SCc3ccc(F)cc3)sc2c1)c1ccccc1C(=O)N1CCCC1,4
CS(=O)(=O)N(CC(=O)NCc1ccncc1)c1ccc(Oc2ccccc2)cc1,-5
O=c1[nH]c(=O)n(-c2cccc(Cl)c2)c(O)c1C=NCCCn1ccnc1,-9
O=C(Nc1c(F)c(F)c(F)c(F)c1F)c1cccc(F)c1,-5
CCCOc1ccc(N2C(=O)CC(NCCc3ccc(Cl)cc3)C2=O)cc1 (stereo not drawn),-1
Cc1oc2ccc(O)cc2c1-c1ccccc1,-11
O=C(c1ccccc1Cl)N1CCN(C/C=C/c2ccccc2)CC1,-2
CN1CCN(C(=O)/C(=C\c2cccs2)NC(=O)c2cccs2)CC1,-2
CCc1ccccc1N(CC(=O)Nc1cc(C)ccc1C)S(C)(=O)=O,2
OC(COc1ccc2ccccc2c1)CN1CCCC1 (stereo not drawn),0
O=C1NN(c2ccc(Br)cc2)C(=O)/C1=C\c1ccc(O)cc1O,31
COC(=O)C(c1ccccc1)N1CCCCCC1 (stereo not drawn),-5
Cc1ccc(NC(=O)c2cc3ccccc3cc2O)c(C)c1,-1
Cc1ccc(NC(=O)C(=O)NCc2ccco2)c(C)c1,93
CN(C)c1ccc(N2C(=O)C=CC2=O)cc1,2
CC(=O)N(C)c1ccc(NC(=O)c2ccccc2[N+](=O)[O-])cc1,-5
CN(c1ccccc1)c1ccc(/C=C2\C(=O)ON=C2c2ccccc2)cc1,-3
Cc1cccc(/C=N/NC(=O)C2COc3ccccc3O2)c1O (stereo not drawn),2
Cc1ccc(C(=O)Nc2cccc(C(=O)O)c2)cc1S(=O)(=O)N1CCCCC1,-13
Cc1occc1C(=O)Nc1ccc(I)cc1C(=O)O,19
Cc1cccc(-n2c(C)cc(C=C3C(=O)c4ccccc4C3=O)c2C)c1,-2
